Source: PubChem BioAssay (several laboratories)
VCAM1 TNFa inh: inhibitors of TNFa-induced VCAM1 expression, primary screen, imaging, HUVEC, TNFa stimulus, immunofluorescence. HUVEC TNFa-induced VCAM-1 immunofluorescence, high-content imaging. 95,000 compounds, 0.48% hits. AID 802, 2007. inhibition, % at 2 µM;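 active = inhibition above the batch mean plus 3 SD, with images confirmed as a hit by eye, cut at about 37% in these data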;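 note: 0% = TNF-stimulated DMSO wells and 100% = unstimulated control wells; not every result past the cut was called active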
HUVEC tox TNFa: cytotoxicity in TNFa-stimulated HUVEC, primary screen, cytotoxicity control for VCAM1 expression modulator project, imaging, Hoechst nuclei count | HUVEC TNFalpha-stimulated, Hoechst cell count | cell count reduction, % at 2 µM | 93,000 compounds, 0.17% hits | AID 848, 2007;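 active = cell count reduction exceeding the screen mean by over 5 SD, scaled to untreated wells per plate, cut at about 78% in these data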;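 note: cells counted after 24 h of TNF alpha exposure following the 1 h pretreatment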
CYP2C9 inhib: blockers of cytochrome P450 2C9 activity – biochemical, luminescence, ADME assay, primary screen | AID 777, 2007 | 96,000 compounds, 20% hits | inhibition, % at 5 µM | CYP2C9 Supersomes, luciferin-H conversion;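 active = blocking of liver enzyme CYP2C9 beyond about 50% at 5 µM, limit read from the data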; note: values of inactives mirror those of a sister screen read the other way
Target sequence (P11712 whole entry, looked up): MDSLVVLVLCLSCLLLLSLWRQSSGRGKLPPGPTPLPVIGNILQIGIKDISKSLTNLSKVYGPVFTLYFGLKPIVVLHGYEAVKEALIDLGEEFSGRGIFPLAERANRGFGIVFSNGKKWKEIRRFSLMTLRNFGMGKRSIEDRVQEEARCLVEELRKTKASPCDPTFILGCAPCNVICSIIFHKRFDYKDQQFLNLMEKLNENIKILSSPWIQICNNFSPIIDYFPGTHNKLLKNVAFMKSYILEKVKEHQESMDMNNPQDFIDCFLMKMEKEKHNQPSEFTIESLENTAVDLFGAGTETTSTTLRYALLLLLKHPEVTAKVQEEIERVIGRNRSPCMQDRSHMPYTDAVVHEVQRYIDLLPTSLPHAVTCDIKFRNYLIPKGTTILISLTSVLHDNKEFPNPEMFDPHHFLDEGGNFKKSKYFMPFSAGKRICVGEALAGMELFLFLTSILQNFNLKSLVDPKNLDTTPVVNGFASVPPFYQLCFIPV
CYP2C19 inh: blockers of cytochrome P450 2C19 activity – biochemical, luminescence, ADME assay, primary screen | P33261 | CYP2C19 Supersomes, luciferin-H EGE luminescence, 30 min | inhibition, % at 5 µM | 96,000 compounds, 21% hits;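 active = CYP2C19 inhibition above a set limit at 5 µM in the primary screen, cut at about 50% in these data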;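 note: plate controls were negative control wells for no effect and 2.5 mM tranylcypromine positive control for full effect; values of inactives mirror those of a sister screen read the other way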
hDAT+cocaine: changed hDAT dopamine uptake under cocaine IC80, either direction, primary screen, cocaine antagonist project, cell-based, LLC-PK1 hDAT, [14C]-dopamine uptake, MLSMR. AID 449768, 2010. Sodium-dependent dopamine transporter (Homo sapiens), Q01959. 110,000 compounds, 1.3% hits. LLC-PK1 hDAT cells, [14C]-dopamine uptake with cocaine IC80; actives deviate in either direction. B-score at 10 µM;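 active = Z score or B-score, a plate-position-corrected score, falls beyond the plate's 99.7% confidence bounds, in either direction; inactive = both scores lie inside the 99.7% bounds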;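 note: scored against the spread of the other compound wells on the same plate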
CYP2C9 activ: human CYP2C9 activators, primary screen, biochemical, luminescence | Cytochrome P450 2C9 (Homo sapiens), P11712 | recombinant CYP2C9, luciferin-H conversion; stronger effect = higher value; factor 1 = untreated enzyme, 0 = blocked | activation factor at 5 µM | 96,000 compounds, 1.4% hits | AID 1024, 2008;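 active = activation factor of 2 or more for CYP2C9 at a 5 µM dose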;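 note: 0 = sulfaphenazole-blocked wells and 1 = vehicle-only wells; values of inactives mirror those of a sister screen read the other way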
IL1B cytotox: cytotoxicity in IL-1B stimulated HUVEC, primary screen, cytotoxicity control for IL-1B NFkB translocation project, imaging, Hoechst nuclear count, IL-1B stimulus; HUVEC cell count loss; cell count reduction, % at 2 µM; 94,000 compounds, 0.41% hits;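 active = cell count reduction more than 3 SD above the screen-wide mean, cut at about 70% in these data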;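 note: normalized per plate to untreated control cells as the no-loss baseline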
CYP2C19 act: human CYP2C19 activators, primary screen, biochemical, luminescence. Cytochrome P450 2C19 (Homo sapiens), P33261. recombinant CYP2C19, luciferin-H EGE luminescence; stronger effect = higher value; 0 = fully inhibited enzyme, 1 = untreated enzyme. activation factor at 5 µM. 96,000 tested, under 10 active. AID 1025, 2008;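 active = activation factor of at least 2 at 5 µM in the primary screen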;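 note: 0 = wells with 2.5 mM tranylcypromine and 1 = vehicle-only wells; values of inactives mirror those of a sister screen read the other way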
Calb biofilm kill: clotrimazole potentiators killing Candida biofilms, primary screen, with clotrimazole, Alamar Blue. C. albicans biofilm + clotrimazole. AID 834, 2007. 85,000 compounds, 0.14% hits. inhibition, % at 6 µM;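 active = inhibition above 20%; inactive = inhibition below 20%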;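 note: preformed 24 hr biofilms exposed to compound for 48 hr; 0% = biofilm without compound and 100% = blank killed by clotrimazole plus chlorhexidine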
The depositor's hits bear a star; nt = no result given.

SMILES	VCAM1 TNFa inh	HUVEC tox TNFa	CYP2C9 inhib	CYP2C19 inh	hDAT+cocaine	CYP2C9 activ	IL1B cytotox	CYP2C19 act	Calb biofilm kill
O=C(O)c1ccc(CSCc2ccccc2F)o1	29	32	-1	3	-0.097	1	2	1	nt
COc1ccc(-c2nnc(SCc3ncc(-c4ccccc4)o3)o2)cc1	7	-13	28	87*	-1.3	0.7	-20	0.1	-1
CCCCCOC(=O)Cn1c(SCC(=O)Nc2ccccc2)nc2c1c(=O)[nH]c(=O)n2C	-1	-16	22	24	0.51	0.8	-21	0.8	7
COc1ccc2[nH]c(=O)c(CN(Cc3cccs3)Cc3nnnn3C(C)(C)C)cc2c1	-19	-18	88*	91*	2.5*	0.1	9	0.1	6
Cc1ccc(N(CC(=O)NCc2ccc3c(c2)OCO3)S(C)(=O)=O)cc1	-8	0	45	55*	0.035	0.5	2	0.4	6
O=C(O)CC(NC(=S)NCc1ccccc1)C(=O)O (stereo unspecified)	30	14	62*	8	0.45	0.4	11	0.9	0
COCC(C)NC(=O)c1cc(-c2cccc(OC)c2)on1 (stereo unspecified)	11	-25	-22	-7	nt	1.2	-8	1.1	10
COc1ccc(OC2C(=O)N(c3ccc(F)cc3)C2c2ccc(OC)c(OC)c2)cc1 (stereo unspecified)	13	-10	7	3	0.1	0.9	11	1	nt
COCCNC(=O)C(C)N(c1ccc(Oc2ccccc2)cc1)S(C)(=O)=O (stereo unspecified)	-2	-31	1	53*	-1.3	1	9	0.5	2
CCOc1cc(/C=C2/NC(=O)N(Cc3ccccc3F)C2=O)ccc1O	27	-16	nt	nt	0.0083	nt	-35	nt	2
COC(=O)c1ccc(/C=N\NC(=O)c2ccc(C)cc2Cl)cc1	5	-10	39	12	-0.42	0.6	-28	0.9	nt
Clc1ccccc1-c1nnc(-c2ccccc2Cl)o1	1	-10	nt	nt	1.1	nt	-21	nt	7
CN1CCN(c2ccccc2NC(=O)c2ccc(-c3ccc(Cl)cc3Cl)o2)CC1	-6	19	47	27	-0.6	0.5	9	0.7	-2
CCn1c(COc2ccccc2)nc2ccccc21	-13	1	nt	nt	0.31	nt	-30	nt	1
COc1ccc(-c2csc(NC(=O)c3cccc(S(=O)(=O)N4CCN(C)CC4)c3)n2)cc1	22	-18	7	10	-1.4	0.9	-1	0.9	3
CS(=O)(=O)Nc1ccccc1C(=O)O	nt	nt	14	7	2.2	0.9	nt	0.9	nt
CC(C)NC(=O)c1ccccc1-c1ccccc1	7	-62	-27	-7	0.15	1.3	3	1.1	6
CC(C)NC(=O)CSCc1c(F)cccc1Cl	8	-18	nt	nt	0.032	nt	-24	nt	6
CC(O)(CS(=O)(=O)Cc1ccccc1)C(=O)Nc1ccc(C(F)(F)F)cc1 (stereo unspecified)	-2	1	15	45	-0.0083	0.9	-180	0.5	nt
CCCN1CCN(C(=O)Cn2ncc3ccccc32)CC1	nt	nt	1	13	-0.88	1	nt	0.9	-1
CC(=O)Nc1ccc(-c2csc(NC(=O)c3ccc(C)o3)n2)cc1	-31	-48	38	52*	-0.16	0.6	-3	0.5	0
COc1cc(-c2cc(N)n(S(=O)(=O)c3ccc(F)cc3)n2)cc(OC)c1OC	7	54	82*	79*	0.65	0.2	12	0.2	12
O=C(CSc1ncn[nH]1)Nc1ccc(Cl)c(Cl)c1	-10	-8	27	63*	0.28	0.7	nt	0.4	-2
Cc1c(NC(=O)Nc2ccc(Cl)c(Cl)c2)c(=O)n(-c2ccccc2)n1C	nt	nt	3	13	0.02	1	nt	0.9	2
Cc1cc(C)c(Cn2c(=O)n(CCCC(=O)NCc3ccco3)c(=O)c3sccc32)c(C)c1	-6	14	61*	27	0.59	0.4	nt	0.7	-7
O=C1OC(c2ccccc2)C2(CCCC2)C(=O)C12CCCC2 (stereo unspecified)	19	-69	3	23	-0.56	1	5	0.8	2
CN(C)c1oc(-c2ccccc2Cl)nc1P(=O)(c1ccccc1)c1ccccc1	-14	-32	67*	36	1.9	0.3	-24	0.6	nt
COc1nc(-c2ccccc2Cl)ccc1C#N	0	-8	16	22	0.35	0.8	9	0.8	nt
CCOC(=O)c1sc2nc(N3CCOCC3)c3c(c2c1N)CCN(C)C3	8	-21	12	7	0.2	0.9	-14	0.9	9
O=C(NCc1ccco1)C(Cc1ccccc1)N1C(=O)c2ccccc2C1=O (stereo unspecified)	13	-26	31	40	0.26	0.7	20	0.6	2
CCOc1cc(S(=O)(=O)NCc2cccs2)ccc1Cl	23	11	-64	49	-1.6	1.6	-45	0.5	5
CCC(C)NCC(=O)Nc1ccc(-c2nc3cc(NC(=O)CNC(C)CC)ccc3o2)cc1 (stereo unspecified)	21	7	-11	-5	1.3	1.1	-8	1	0
O=C(/C=C/c1ccc([N+](=O)[O-])cc1)Nc1cccnc1	12	-1	13	17	-0.36	0.9	-10	0.8	nt
CCN(Cc1ccccc1)C(c1ccc(C(F)(F)F)cc1)c1nnnn1C(C)(C)C (stereo unspecified)	9	-7	nt	nt	-1.9	nt	-26	nt	3
COc1cc(NC(=O)c2noc3c2CCC3)c(OC)cc1Cl	nt	nt	15	8	-0.67	0.9	nt	0.9	-3
Cc1ccc(S(=O)(=O)N2CCOCC2)cc1C(=O)Nc1nc(-c2cccnc2)cs1	14	-1	13	16	0.39	0.9	-7	0.8	-4
CC1(C)CC(=O)C2=C(C1)OC(N)=C(C#N)C2Cc1ccccc1 (stereo unspecified)	11	15	79*	98*	0.11	0.2	15	0	-1
COC(=O)C1=C(N)n2c(s/c(=C\c3cccnc3)c2=O)=C(C(=O)OC)C1c1cccnc1 (stereo unspecified)	3	-8	50	70*	-0.52	0.5	23	0.3	-1
O=C(O)CCS(=O)(=O)Cc1ccccc1F	0	-10	2	9	-0.81	1	-29	0.9	nt
CCOc1ccc(C(=O)N[C@H](C(=O)O)C(C)C)cc1	11	-16	11	6	0.25	0.9	-8	0.9	6
Cc1ccc(CNC(=O)c2csc3c2CCCCC3)cc1	7	-14	-57	40	1.6	1.6	3	0.6	3
CCCn1c(=NC(C)=O)c(C(=O)OCC)cc2c(=O)n3ccccc3nc21	4	-9	17	-6	1.6	0.8	15	1.1	7
CCN(CC)C(=O)c1cn(CC)c(=O)c2cc(OC)c(OC)cc12	nt	nt	-13	-23	0.84	1.1	nt	1.2	6
O=c1c2cc(N3CCOCC3)ccc2[nH]c(=S)n1Cc1ccc(Cl)cc1	-6	-17	58*	20	-0.28	0.4	-5	0.8	2
Cc1ccc(N2C(N)=NC(N)=NC2(C)C)c(C)c1	8	-7	13	-7	0.46	0.9	0	1.1	2
O=C(COc1ccc(Cl)cc1)OCC(=O)N1CCCC1	nt	nt	-10	6	-0.39	1.1	nt	0.9	2
O=C(COc1ccc(Cl)cc1)N1CCN(c2cccc(C(F)(F)F)c2)CC1	-15	4	14	41	-0.019	0.9	3	0.6	-3
CCCOC(=O)c1[nH]c2c(c1C)C(=O)CC(c1cccs1)C2 (stereo unspecified)	65*	58	72*	40	-1.5	0.3	nt	0.6	-1
C=CCOc1c(CNc2nccs2)cccc1OCC	-8	-16	72*	98*	-1.3	0.3	-30	0	7
CCc1cc2c(N3CCN(c4ccccc4)CC3)ncnc2s1	6	-9	56*	35	1.2	0.4	-13	0.7	nt

Following part.
SMILES	VCAM1 TNFa inh	HUVEC tox TNFa	CYP2C9 inhib	CYP2C19 inh	hDAT+cocaine	CYP2C9 activ	IL1B cytotox	CYP2C19 act	Calb biofilm kill
O=C(O)c1cccc(NS(=O)(=O)c2cccc3cccnc23)c1	8	-15	-30	-20	-0.044	1.3	8	1.2	3
CCN(CCCNC(=O)c1c(C)cc(=O)oc1C)c1ccccc1	-2	-26	83*	98*	-0.61	0.2	-25	0	2
CC(C)(C)n1nnnc1C(c1cccnc1)N1CCN(C2CCCCC2)CC1 (stereo unspecified)	6	-21	-4	2	0.49	1	-20	1	8
COc1ccccc1C(=O)Nc1ccc(S(=O)(=O)N2CCc3ccccc32)cc1	-25	15	89*	73*	1.7	0.1	-107	0.3	-1
CC(=O)N1c2c(cc(Br)cc2S(=O)(=O)N2CCN(c3ccccn3)CC2)CC1C (stereo unspecified)	4	-17	67*	31	1.4	0.3	4	0.7	6
O=C(N/N=C/c1ccc(F)cc1)c1sccc1OCc1ccc(F)cc1	-1	-9	28	-10	1	0.7	-10	1.1	nt
COc1ccc(CCNC(=O)C2=COCCO2)cc1	16	-5	nt	nt	-1.7	nt	59	nt	4
Cc1nn(-c2ccccc2)c(Cl)c1C1C(C#N)=C(N)OC2=C1C(=O)CCC2 (stereo unspecified)	nt	nt	76*	91*	1.9	0.2	nt	0.1	3
CC(C)(C)C(=O)COC(=O)c1cc2ccccc2cc1O	-6	-8	8	11	-0.28	0.9	-7	0.9	nt
CCCCNC(=O)CCCCCNS(=O)(=O)c1ccc(OC)cc1	2	-16	27	16	-0.2	0.7	-40	0.8	-1
